Screening data (PubChem BioAssay)
Glyco luc inh = increase of ERlucT glycosylation luciferase signal, primary screen, N-linked glycosylation inhibitor project, D54 ERlucT cells, luminescence, set 2; D54 ERlucT glycosylation luciferase reporter, 24 h; percent of 100 nM tunicamycin response; AID 588692, 2011; 360,000 compounds, 0.23% hits; reporter increase, % at 12.5 µM;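 active means mean luciferase reporter signal, scaled so untreated is 0 and the glycosylation-blocking control 100, at or above a set limit in every replicate; inconclusive means mean reaches the limit but not every replicate does; inactive means mean below the limit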;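 further: luciferase carries N-glycosylation sites so blocking glycosylation raises the light; 0% = median of neutral control wells and 100% = median of 100 nM tunicamycin wells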
m5-HT2A agonist = mouse Htr2a agonists via beta-arrestin recruitment, primary screen, cell-based, luminescence; 5-hydroxytryptamine receptor 2A (Mus musculus), P35363; CHO-K1 mHTR2A beta-arrestin complementation; percent of 30 µM serotonin response; activation, % at 7.6 µM; 360,000 compounds, 0.66% hits; AID 624169, 2012;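 active means activation above a run cutoff, the mean activation of all tested compounds plus 3 SD, cut at about 14% in these data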;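 further: 0% = plate median of compound wells and 100% = 30 µM serotonin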
Exocytosis inh = LAMP-1 surface exposure blockers, TALL-104 cells – cell-based, flow cytometry, MLPCN library, primary screen; 360,000 compounds, 0.66% hits; inhibition, % at 10 µM; TALL-104 LAMP-1 surface exposure; cells stimulated with thapsigargin and PMA;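 active means inhibition above about 55%, limit read from the data; inconclusive means no clear call, values can overlap the other calls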
PDI turbidity = inhibitors of human PDI, primary screen, biochemical, turbidity, single point, plate reader. Protein disulfide-isomerase (Homo sapiens), P07237. PDI insulin aggregation turbidity, A650, 90 min. AID 588391, 2011. 350,000 compounds, 0.052% hits. inhibition, % at 10 µM;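 active means mean inhibition across replicates of 30% or more, whatever share of single replicates reach that level; inconclusive means mean inhibition below 30% while every single replicate reaches 30%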;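 further: absorbance from insulin aggregation driven by PDI reduction with DTT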
ABCB6 inh MLPCN = ABCB6 transporter inhibitors, primary screen, K562-ABCB6 cells, flow cytometry, MLPCN library; ATP-binding cassette sub-family B member 6 (Homo sapiens), Q9NP58; K562-ABCB6 porphyrin accumulation, 1 h; active compounds read low; fluorescence ratio to DMSO, % at 10 µM; 360,000 compounds, 0.19% hits;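 active means fluorescence ratio to DMSO below 75%, the collection mean minus 3 SD; inconclusive means too few cells collected in the well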;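 further: signal is porphyrin accumulated inside mitochondria; 100% equals median channel fluorescence of DMSO control wells; lower ratio means ABCB6 inhibition with less porphyrin fluorescence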
Target sequence (Q9NP58 whole entry, looked up): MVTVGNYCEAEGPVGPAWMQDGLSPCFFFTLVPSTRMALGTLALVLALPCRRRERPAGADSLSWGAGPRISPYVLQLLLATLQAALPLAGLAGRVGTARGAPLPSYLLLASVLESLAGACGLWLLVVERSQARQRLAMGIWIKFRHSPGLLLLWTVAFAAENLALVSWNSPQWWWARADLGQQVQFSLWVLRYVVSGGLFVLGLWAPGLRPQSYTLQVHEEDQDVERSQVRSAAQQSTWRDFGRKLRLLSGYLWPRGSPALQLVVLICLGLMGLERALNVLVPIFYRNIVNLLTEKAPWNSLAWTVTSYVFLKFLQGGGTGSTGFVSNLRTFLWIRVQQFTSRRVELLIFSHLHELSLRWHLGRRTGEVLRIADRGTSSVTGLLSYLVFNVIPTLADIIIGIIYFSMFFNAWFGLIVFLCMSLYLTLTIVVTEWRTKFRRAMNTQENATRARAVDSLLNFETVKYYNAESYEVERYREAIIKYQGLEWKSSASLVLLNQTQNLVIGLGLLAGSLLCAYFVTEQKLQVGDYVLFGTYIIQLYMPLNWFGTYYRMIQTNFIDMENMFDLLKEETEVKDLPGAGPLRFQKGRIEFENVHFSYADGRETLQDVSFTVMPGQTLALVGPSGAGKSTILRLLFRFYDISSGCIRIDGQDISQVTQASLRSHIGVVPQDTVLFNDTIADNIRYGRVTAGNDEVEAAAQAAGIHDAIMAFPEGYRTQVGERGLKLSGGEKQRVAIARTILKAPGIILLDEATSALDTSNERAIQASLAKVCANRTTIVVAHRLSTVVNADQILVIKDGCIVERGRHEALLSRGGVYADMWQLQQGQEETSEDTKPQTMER
MC4R antagonist = MC4R antagonists of cAMP signaling, primary screen, cell-based, TR-FRET, antagonist arm of biased-ligand search; Melanocortin receptor 4 (Homo sapiens), P32245; MC4R-expressing cells, MTII-stimulated cAMP, LANCE TR-FRET; inhibition, % at 6.5 µM; 360,000 compounds, 0.48% hits; AID 540295, 2011;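 active means inhibition above its plate's cutoff, the mean of tested wells on that plate plus 3 SD, cut at about 29% in these data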;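 further: 0% = Melanotan II alone and 100% = Melanotan II plus saturating MCL0020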
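Material – human MC4R-expressing U2OS cells · Repeats – no replicates · Detection – TR-FRET with Eu-cAMP and labeled anti-cAMP, 671 nm · Times – compound 30 min, challenge 1 h, detection 1 h · Compound – single nominal compound dose of 6.5 µM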
CaV13 ICDI inh = Disruptors of the CACNA1D IQ motif to Ca2+-dependent inactivation inhibitor domain association, primary screening, Förster resonance energy transfer in intact living …; HEK cells, CFP/YFP FRET ICDI-IQ, plate reader, 10 min; percent FRET-ratio fall versus neutral wells; inhibition, % at 12.3 µM; 340,000 compounds, 0.098% hits;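 active means mean replicate inhibition of at least 30% and at least 1% of replicates passing that level; inconclusive means only one of the two criteria is met; inactive means neither criterion is met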;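 further: 0% = median of the neutral control wells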
H9c2 protect = cardioprotection against H2O2-induced cell death, primary screen, uHTS, H9c2 cells, ATPLite luminescence. H9c2 cardiomyocytes, H2O2 injury protection, 2 h. AID 588492, 2011. 360,000 compounds, 0.63% hits. protection from H2O2 cell death, % at 20 µM;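 active means compounds giving at least 50% protection of heart cells from peroxide-induced death in the single-dose screen, raw or plate-pattern-corrected value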;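 further: 0% = DMSO wells with peroxide and 100% = DMSO wells without peroxide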
MC4R ag barr = MC4R agonists recruiting beta-arrestin, primary screen, cell-based, luminescence, agonist arm of biased-ligand search | Melanocortin receptor 4 (Homo sapiens), P32245 | U2OS MC4R beta-arrestin complementation; percent of melanotan II response, DMSO zero | activation, % at 8.9 µM | 360,000 compounds, 0.98% hits;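 active means activation above a per-plate cutoff, the mean activation of sample wells on that plate plus 3 SD, cut at about 8% in these data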
ABHD5-PLIN5 inh = ABHD5-PLIN5 interaction inhibitors, primary screen, cell lysate, split luciferase complementation, luminescence; Split G. princeps luciferase complementation, 4 h; 360,000 compounds, 0.78% hits; inhibition, % at 4 µM; AID 602281, 2012; Perilipin-5 (Homo sapiens) + 1-acylglycerol-3-phosphate O-acyltransferase ABHD5 (Homo …;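 active means inhibition above the mean inhibition across every tested compound plus 3 SD, cut at about 22% in these data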;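 further: 0% = DMSO only wells and the 100% control is not disclosed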
Numbers without * were called inactive; ? = inconclusive; . = no result given.

SMILES	Glyco luc inh	m5-HT2A agonist	Exocytosis inh	PDI turbidity	ABCB6 inh MLPCN	MC4R antagonist	CaV13 ICDI inh	H9c2 protect	MC4R ag barr	ABHD5-PLIN5 inh
CCOC(=O)c1c(-c2ccccc2)csc1NC(=O)/C(C#N)=C/c1ccc(OC)c(OC)c1	-0.1	3.5	-2.6	-3.9	98.0	1.2	-6.5	6.2	0.5	-11.6
CCNC(=O)C1CCCN1S(=O)(=O)c1ccc(OC)cc1 (centres undefined)	0.9	2.8	0.1	2.1	102.0	-0.6	-2.9	9.0	-2.7	-3.5
Cc1ccc(-c2nn(-c3cccc(F)c3)cc2CNCCc2ccncc2)o1	-1.9	-4.6	2.0	1.9	105.0	4.7	-6.7	7.4	0.9	8.1
CN1CCc2c(C#N)c(N3CCCCC3)nc(NCc3ccccc3)c2C1	0.1	-5.7	-0.8	0.8	94.0	15.9	-8.6	15.8	5.5	-40.8
COc1ccc2nc(SCC(=O)Nc3ccc4[nH]c(=O)[nH]c4c3)[nH]c2c1	2.8	3.3	10.4	-5.3	98.0	-4.9	-6.3	5.1	0.3	-7.2
CCOC(=O)C(C)Oc1cccc2c(=O)n(CC(=O)NCCc3ccc(OC)c(OC)c3)ccc12 (centres undefined)	-2.3	-4.0	-2.0	.	100.0	10.9	-6.8	-2.6	-0.2	3.2
COc1ccc(-c2[nH]ncc2/C=N\NS(=O)(=O)c2ccccc2)cc1OC	4.9	-2.9	-1.3	-7.6	95.0	12.4	-1.1	2.0	-1.5	0.5
NC(=O)c1ccc(NC(=O)Cc2cccs2)cc1	4.7	-2.5	-2.8	0.9	96.0	13.0	-20.1	3.0	0.3	-1.4
O=C(Cc1csc(N2CCOCC2)n1)N/N=C/c1ccc(F)cc1	-1.3	3.0	-0.5	5.6	87.0	-4.0	-6.2	-4.6	0.3	-2.6
Cc1[nH]c2ccccc2c1C(=O)CN1CCC(C)CC1	0.3	3.1	0.2	-1.4	102.0	-3.8	.	5.2	-2.3	-1.7
CC(=O)c1c(C)[nH]c(C(=O)OCC(=O)NCc2cccs2)c1C	0.5	0.9	5.9	-4.7	93.0	-8.1	-3.7	-9.6	-2.6	-6.8
OC(Cn1cncn1)c1ccc(Cl)cc1Cl (centres undefined)	-0.2	2.2	-12.3	-7.7	108.0	-1.7	-0.9	-8.3	-1.3	4.7
Cc1ccccc1C1C(C#N)=C2N=C(N)c3ccccc3N2C2=C1C(=O)CCC2 (centres undefined)	0.8	1.1	-4.8	0.5	94.0	7.0	-2.3	16.9	-1.6	1.9
O=C(Nc1ccc(SC(F)F)cc1)c1ccccc1F	-6.9	-2.4	-4.3	-8.2	99.0	14.2	2.2	-15.3	-1.7	2.6
Cc1ccc(NC(=O)c2nc[nH]c2C(=O)N[C@@H](C)C(=O)OC(C)(C)C)cc1	-1.4	3.5	3.2	-3.7	104.0	8.7	-9.5	-1.1	2.6	-21.5
Cc1cccc(C)c1NC(=O)C(c1ccccc1)N1CC(=O)Nc2ccccc21 (centres undefined)	-0.7	0.7	0.3	3.7	100.0	9.1	-6.2	-3.9	-1.5	2.8
CC(=O)c1sc2nc(C)cc(C)c2c1N	-1.8	7.6	-0.5	3.0	95.0	0.9	-3.1	0.5	1.4	3.2
Cc1noc(/C=C/N(C)C)c1S(=O)(=O)N1CCN(c2ccccc2)CC1	-0.9	2.6	3.1	.	96.0	19.5	-5.8	-3.2	2.5	-13.3
O=C(O)CCC(=O)N1N=C(c2ccccc2)CC1c1cccs1 (centres undefined)	2.6	1.8	-3.3	2.2	97.0	21.3	-7.2	3.5	-1.7	-2.1
CC(c1ccccn1)C(C)(O)C(C)c1ccccn1 (centres undefined)	-1.2	3.5	-5.0	15.5	97.0	4.4	-5.3	-1.7	-2.0	-0.8
O=C(/C=C/c1ccc(OCc2ccccc2)c(OCc2ccccc2)c1)c1cccnc1	23.3	-4.8	0.2	3.6	97.0	14.5	-5.9	-12.1	-1.9	26.1*
CC1(C)N=C(SCC(=O)Nc2ccc(Cl)cc2)C(c2ccccc2)=N1	2.0	-2.2	0.6	-1.3	94.0	8.8	-3.0	8.2	0.0	-12.8
Cc1c(Cl)c(-c2n[nH]c(=S)n2CC(C)C)nn1C	1.2	2.3	-4.4	6.4	97.0	17.6	-4.7	1.1	1.3	-4.5
CCOc1ccc(OCCn2c(=S)[nH]c3ccccc32)cc1	-1.0	2.2	-2.6	2.3	101.0	2.5	-1.5	-4.6	1.6	-3.3
CCC(C)c1ccccc1NC(=O)COC(=O)c1ccc2c(c1)S(=O)(=O)c1ccccc1C2=O (centres undefined)	2.6	4.7	0.5	0.7	98.0	8.5	-4.7	1.1	-1.8	-0.5

(next part)
SMILES	Glyco luc inh	m5-HT2A agonist	Exocytosis inh	PDI turbidity	ABCB6 inh MLPCN	MC4R antagonist	CaV13 ICDI inh	H9c2 protect	MC4R ag barr	ABHD5-PLIN5 inh
S=C(c1ccc(-c2ccccc2Cl)o1)N1CCOCC1	-1.4	0.5	-4.9	-5.5	98.0	-4.4	.	-13.7	-1.4	3.2
O=C(c1ccco1)N1CCN(Cc2nnc(-c3cccc(Cl)c3)o2)CC1	-1.6	0.2	4.1	-3.5	100.0	0.9	-7.3	-2.2	-1.5	2.7
CCn1c(SCC(=O)Nc2nccs2)nnc1-c1ccc(C)cc1	1.5	-3.0	0.3	2.3	107.0	4.1	-6.1	4.4	-0.7	-2.8
COCCN1CCn2c(nc3cc(Nc4nnc(C)c5ccccc45)ccc32)C1	-0.2	-3.4	-9.9	-5.8	100.0	9.4	0.5	-1.0	-0.9	-3.6
O=C(Nc1ccc(F)cc1)c1cccnn1	-2.1	-2.2	-3.5	11.8	98.0	-1.4	-20.4	15.2	-0.3	-1.9
NC(=O)Cn1cc(/C=N\NS(=O)(=O)c2ccc(Cl)cc2)c2ccccc21	-0.3	2.7	-4.4	6.5	96.0	-1.6	-2.7	6.5	-1.8	8.0
CSc1n[nH]c(NC2=CC(=O)CCC2)n1	3.5	4.4	1.9	4.0	99.0	0.9	-3.6	1.1	-0.6	14.4
COC(=O)C(NC(=O)c1cccnc1Cl)C(C)C (centres undefined)	0.6	3.0	-1.7	-2.7	97.0	3.5	-4.8	-5.1	-1.9	0.3
O=C(N/N=C\c1cccnc1)c1cc(-c2ccc(Cl)s2)[nH]n1	-2.1	-5.1	-0.5	0.3	99.0	2.0	-5.7	27.6	-0.6	-7.5
COCCn1c(SCC(=O)N2CCCCCC2)nc2c([nH]c3ccccc32)c1=O	3.1	5.5	-2.0	2.2	94.0	-6.2	-4.6	15.6	-1.0	1.7
CC(=O)Nc1ccccc1N(C)S(=O)(=O)c1ccc(C)cc1	15.0	1.3	0.9	9.7	100.0	8.3	-3.9	-1.8	2.0	-2.0
COc1cc(NC(=O)C2CC(c3cccc(Br)c3)=NO2)cc(OC)c1OC (centres undefined)	-1.0	-7.8	18.5	3.1	103.0	11.4	0.4	-5.8	1.6	-9.0
CCCC(=O)N1CCC(Cc2ccccc2)CC1	-3.1	1.1	?	-2.6	101.0	2.5	-3.3	1.6	0.3	5.0
COc1ccccc1OCCOc1ccc(/C=C2\C(=N)N3N=C(C)SC3=NC2=O)cc1	-0.6	6.0	9.0	-0.2	93.0	1.0	-2.9	-3.1	-1.1	-2.8
CC1CCCN(S(=O)(=O)c2csc(C(N)=O)c2)C1 (centres undefined)	-1.6	-2.8	2.5	7.1	102.0	3.0	-2.4	5.5	-1.6	-6.7
COc1ccc(CN(C(=O)c2cccc(OC)c2)C2CCS(=O)(=O)C2)cc1 (centres undefined)	-2.2	7.7	-0.4	-4.0	93.0	10.4	-1.9	2.7	-0.2	5.2
CSCCC(NS(=O)(=O)c1ccc(C)cc1)C(=O)Nc1ccc(C)cn1 (centres undefined)	0.1	-1.4	0.0	-3.0	97.0	2.0	-5.8	4.4	-1.0	11.9
O=C(Nc1ccc(S(=O)(=O)N2CCCC2)cc1)c1cc(F)c(F)cc1Cl	1.6	-5.5	0.0	-8.0	102.0	1.6	.	-1.2	-0.4	6.3
CCC1CCc2c([nH]c3ccccc3c2=O)O1 (centres undefined)	1.4	-3.0	-2.9	-11.2	81.0	4.0	-8.0	7.1	-1.2	-8.5
COc1ccc(C2(CNC(=O)c3cccc([N+](=O)[O-])c3)CCOCC2)cc1OC	0.7	-0.9	-1.6	4.1	103.0	-5.5	-8.7	-0.8	0.6	5.6
Cc1ccc(NC(=O)NNC(=O)c2sccc2-n2cccc2)cc1	0.0	0.5	-2.4	3.9	100.0	-7.1	-4.4	5.8	-3.2	-0.5
Cc1ccc(Oc2nnc(-c3cccs3)c3ccccc23)cc1	-1.6	-2.1	5.6	6.7	99.0	3.9	-3.3	18.4	-1.2	-2.7
CN(C)CCNC(=O)C(=O)Nc1cc2c3c(c1)CCC(=O)N3CCC2	-2.5	-2.9	0.1	-2.2	94.0	-3.2	-3.7	15.7	-0.4	0.9
CCN1C(=O)N[C@@H](c2cccs2)C(C(C)=O)=C1C	1.9	-0.5	5.5	0.7	97.0	-4.2	-10.4	-2.6	-0.1	4.4
COc1ccccc1/C=C(\NC(=O)c1ccc(OC)c(OC)c1)C(=O)Nc1ccc([N+](=O)[O-])cc1	-3.0	-3.3	-0.6	-3.3	103.0	19.6	7.9	-3.2	-3.7	8.1
Cc1ccccc1N1C(=O)C(Cl)=C(N2CCCCCC2)C1=O	.	0.8	-1.5	0.2	85.0	4.0	-4.3	-2.6	0.9	-6.7
COc1ccc(CCC(=O)NNC(=O)Nc2cccc(Cl)c2)cc1	-1.8	-0.4	1.0	-3.1	97.0	11.2	-5.8	-1.6	-3.3	-1.2
O=c1c2c(nc3cc(-c4cccc(Cl)c4)[nH]n13)CCCC2	-18.5	-0.7	-0.3	-2.2	95.0	13.0	-1.8	-12.9	-0.6	-0.5
C/C(=N\NC(=O)c1ccccc1)c1nc2ccccc2n1C	2.7	-0.7	-5.7	-5.8	108.0	15.4	-1.7	14.1	-1.0	2.7
